Assay outcomes: PubChem, several laboratories
zfTRPN1 agonist: zebrafish TRPN1 channel agonists, primary screen, cell-based, HEK293, calcium fluorescence; transient receptor potential cation channel N1 (TRPN1/NompC), Danio rerio; HEK293 zebrafish TRPN1-YFP, Fluo-8 calcium fluorescence; 100% = response to 87 µM carbachol; activation, % at 3 µM; actives 0.18% (n = 220,000); AID 1424, 2008;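 active = activation above its plate's cutoff, the mean activation of test wells on that plate plus 3 SD, cut at about 19% in these data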;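 note: 0% = DMSO alone and 100% = 87 µM carbachol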
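Material: zebrafish TRPN1-YFP in HEK293 cells; Doses: single test compound dose, 3 µM nominal, 0.3% DMSO; Timing: dye loading 1 h at 37 °C, then 30 min room temperature; Technique: intracellular calcium fluorescence with Fluo-8; Benchmarks: high carbachol 87 µM, low DMSO alone.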
TRPML3 agonist: human TRPML3 channel agonists, primary screen, cell-based, HEK293 TRPML3-YFP, Fluo-8 calcium fluorescence, 3 µM; Mucolipin-3 (Homo sapiens), Q8TDD5; 100% = the carbachol control signal; activation, % at 3 µM; actives 0.29% (n = 220,000);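 active = activation above its plate's cutoff, the mean activation of the plate's test wells plus 3 SD, cut at about 12% in these data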;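 note: 0% = DMSO only wells and 100% = carbachol wells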
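Test system: TRPML3-YFP stable HEK293 cells. Doses: single point at 3 µM. Incubation: dye loading 1 h 37 °C then 30 min ambient, 125 s read. Signal: Fluo-8 calcium dye fluorescence, ex 470-495, em 515-575 nm. Measure: percent activation from peak-to-basal fluorescence ratio, scaled between DMSO and carbachol.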
RBBP9 inhibitor: human RBBP9 inhibitors, primary screen, biochemical, fluorescence polarization, FP-Rh probe, HTS; Serine hydrolase RBBP9 (Homo sapiens), O75884; recombinant RBBP9; inhibition, % at 7.94 µM; actives 0.2% (n = 220,000); AID 1515, 2009;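 active = inhibition above the campaign mean of all tested compounds plus 3 SD, cut at about 14% in these data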;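 note: plate controls were DMSO wells with RBBP9 for no effect and wells lacking RBBP9 protein for full effect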
Target sequence (O75884 whole entry, looked up): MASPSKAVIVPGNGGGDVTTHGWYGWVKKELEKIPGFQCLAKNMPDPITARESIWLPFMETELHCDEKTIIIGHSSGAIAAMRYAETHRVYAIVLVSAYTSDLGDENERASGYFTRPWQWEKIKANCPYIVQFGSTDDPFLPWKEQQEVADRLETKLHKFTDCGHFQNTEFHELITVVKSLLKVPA
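system = RBBP9 protein | input = RBBP9 at 2.5 µM in dispensed solution, before mixing | measured by = fluorescence polarization (mP), excitation 525 nm, emission 598 nm | incubation = enzyme-compound preincubation 30 min, then probe labeling 45 min, 25 °C | buffer or medium = Tris-NaCl-Pluronic buffer, pH 8.0 | compound = single dose 7.94 µM | also added = FP-Rh probe, 375 nM dispensing solution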
BaF3 tox: parental Ba/F3 cell viability inhibition, counter-screen for JAK2V617F inhibitor project, murine pro-B, CellTiter-Glo luminescence | inhibition, % at 5.6 µM | CellTiter-Glo ATP luminescence | actives 1.1% (n = 220,000);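 active = inhibition above a per-campaign cutoff, the mean inhibition of all tested compounds plus 3 SD, cut at about 27% in these data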;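 note: 0% = DMSO wells and 100% = JAK Inhibitor I control wells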
Ba/F3 V617F tox: reduced viability of JAK2V617F-dependent Ba/F3 cells, primary screen, JAK2V617F inhibitor project, cell-based, Ba/F3 EpoR-JAK2V617F, luminescence; actives 1.1% (n = 220,000); ATP luminescence; inhibition, % at 5.6 µM; AID 1446, 2008;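 active = inhibition above the campaign mean plus 3 SD over all tested compounds, cut at about 24% in these data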;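 note: cytokine-independent growth of Ba/F3 cells driven by EpoR plus mutant JAK2; 0% = DMSO-treated cells and 100% = JAK inhibitor I control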
PPC-1+TRAIL kill: compounds killing PPC-1 cancer cells with TRAIL present, primary screen, TRAIL potentiator project, ATPLite luminescence, uHTS | PPC-1 cells + TRAIL, ATPLite viability luminescence | cell killing (% activity), % at 4 µM | actives 0.41% (n = 220,000) | AID 1443, 2008;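 active = cell killing above 50% in the first pass at 4 µM, then a duplicate retest at 5 µM averaging 50% or more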;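 note: plate controls were cells with TRAIL plus DMSO for no effect and medium-only wells lacking cells for full effect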
CHOP inhibitor: inhibitors of CHOP promoter induction, primary screen, cell-based, unfolded protein response, luciferase reporter | CHO-K1 CHOP-promoter luciferase, tunicamycin-induced, 15-18 h | inhibition, % at 10 µM | actives 3.8% (n = 220,000) | AID 2732, 2010;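 active = compounds that reduced the stress-induced luciferase reporter signal by more than about 70% of percent inhibition, limit read from the data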;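 note: 0% = tunicamycin plus vehicle and 100% = wells without tunicamycin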
TNF death inh: inhibitors of TNF-alpha triggered necroptosis, primary screen, cell-based, Jurkat FADD-/-, single concentration; Jurkat FADD-/- TNF necroptosis rescue, ATP luminescence, 24 h; 0 = TNF only, 100 = no-TNF cells; activation (protection from cell death), % at 10 µM; actives 0.068% (n = 220,000); AID 463075, 2010;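 active = activation, meaning protection from cell death, of at least 50% relative to plate controls; inactive = activation below 50%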;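 note: necroptosis triggered by 40 ng/mL TNF-alpha added together with compound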
Wee1 stabilizer: Wee1 degradation inhibitors, primary screen, cell-based, HeLa, Wee1K328M-luciferase, luminescence | Wee1-like protein kinase (Homo sapiens), P30291 | HeLa Luc-Wee1K328M stability; 100% = proteasome inhibitor MG132 effect | reporter increase, % at 5 µM | actives 1.2% (n = 220,000) | AID 1321, 2008;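 active = activation above the mean of all tested compounds plus 3 SD, set per screening run, cut at about 8.8% in these data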;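 note: cells exposed to compound for 20 h before luminescence read; 0% = DMSO alone and 100% = MG132 at 30 µM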
Target sequence (P30291 whole entry K328M): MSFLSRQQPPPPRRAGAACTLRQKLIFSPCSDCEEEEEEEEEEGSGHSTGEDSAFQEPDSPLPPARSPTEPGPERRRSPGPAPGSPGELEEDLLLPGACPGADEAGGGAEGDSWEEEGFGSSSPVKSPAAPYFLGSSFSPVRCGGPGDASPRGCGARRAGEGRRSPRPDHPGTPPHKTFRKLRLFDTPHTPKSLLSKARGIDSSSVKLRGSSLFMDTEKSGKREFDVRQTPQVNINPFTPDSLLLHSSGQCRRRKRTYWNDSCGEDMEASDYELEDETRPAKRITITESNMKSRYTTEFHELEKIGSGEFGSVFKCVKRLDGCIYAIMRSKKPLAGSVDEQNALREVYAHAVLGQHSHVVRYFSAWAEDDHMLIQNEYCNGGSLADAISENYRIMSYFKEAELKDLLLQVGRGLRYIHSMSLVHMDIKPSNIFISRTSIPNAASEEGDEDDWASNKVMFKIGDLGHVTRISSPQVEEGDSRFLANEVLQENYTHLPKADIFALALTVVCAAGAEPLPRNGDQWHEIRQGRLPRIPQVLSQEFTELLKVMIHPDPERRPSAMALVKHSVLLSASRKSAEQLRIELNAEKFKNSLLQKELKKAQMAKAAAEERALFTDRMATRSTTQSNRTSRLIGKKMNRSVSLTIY
Starred values were filed as active, the others as inactive; nt = no result given.

The line under a structure holds: zfTRPN1 agonist	TRPML3 agonist	RBBP9 inhibitor	BaF3 tox	Ba/F3 V617F tox	PPC-1+TRAIL kill	CHOP inhibitor	TNF death inh	Wee1 stabilizer
1	CC(C)(C)C(=O)Oc1cc(N)n(S(=O)(=O)c2ccc(F)cc2)n1
→ 0.3	-0.7	-6	3	0	-2	-13	-0.4	1
2	COc1cc2c3c(c1OC)C1(C=CC(=O)C=C1)CC3N(C(C)=O)CC2 (configuration not stated)
→ 0.5	0.3	-10	0	-1	-5	15	-0.4	0
3	CC1c2nc3ccccc3n2C(CC(=O)NCCCN2CCOCC2)C(=O)N1Cc1ccccc1 (configuration not stated)
→ -0.5	0.7	-12	-1	-2	22	-6	2.2	-2
4	CNc1nc(C)c(C(C)(C)C)s1
→ 0.1	0.6	-11	0	-1	15	3	0.9	-1
5	CCC(c1nnnn1C(C)(C)CC)N(CCCO)Cc1cc2cccc(C)c2[nH]c1=O (configuration not stated)
→ 3.1	0.8	1	1	-3	16	19	1.5	0
6	CCc1cccc2c(=O)c(C(=O)N3CCCCCC3)c[nH]c12
→ -1.2	1.3	-10	3	2	-14	28	-0.7	-1
7	Cc1ccc(OCC(O)CN2CCN(Cc3ccc4c(c3)OCO4)CC2)c(C)c1 (configuration not stated)
→ 0.1	0.8	-6	2	-2	16	0	-6.6	-1
8	CC(Cl)C(=O)c1c[nH]c2ccccc12 (configuration not stated)
→ -0.2	0.8	0	4	-1	2	6	2.2	1
9	C=CCN1C(=O)C(Cc2cccc(Cl)c2)SC1=Nc1ccc(C(=O)O)cc1 (configuration not stated)
→ 0.4	0.4	4	6	0	15	21	0.3	0
10	COc1ccc(-c2oc3ncnc(N)c3c2-c2ccccc2)cc1
→ 0.7	1.1	-6	3	-1	-5	56	-7.8	1
11	O=C(CNC(=O)OCc1ccccc1)Oc1cc2oc(=O)cc(-c3ccccc3)c2cc1Cl
→ 0.7	-0.1	-3	-4	-5	28	66	-0.5	3
12	CC(=O)Nc1ccc(S(=O)(=O)Nc2nc3ccccc3nc2Nc2ccccc2)cc1
→ 2.3	0.2	6	9	2	9	-11	2.0	5
13	CCN(C(=O)CN1CCN(c2ccccc2)CC1)c1c(N)n(Cc2ccccc2)c(=O)[nH]c1=O
→ 0.6	0.5	-7	-1	0	-7	9	-2.7	-1
14	COc1ccc(NC(=O)/C=C/C(=O)O)cc1Cl
→ -0.2	-0.2	7	1	-5	9	44	-0.1	-5
15	COc1cc(NC(=O)c2csc3c2CCCC3)ncn1
→ -1.9	0.4	3	-2	-3	11	72*	-2.0	1
16	Cn1nnnc1SCc1nc2ccccc2[nH]1
→ 0.9	1.0	-2	4	0	10	10	1.1	0
17	O=C(NNS(=O)(=O)c1ccc(F)cc1F)c1csc(-c2cccnc2)n1
→ 1.6	-0.3	-1	0	0	7	12	1.4	1
18	COc1cccc(/C=N/NC(=O)C(=O)N/N=C/c2cccc(OC)c2O)c1O
→ 0.8	0.2	-4	1	-1	-6	38	-0.6	-2
19	CCN(CC)CCNC(=O)Cc1nn(CC)c(=O)c2ccccc12
→ 0.1	-0.4	-2	0	-3	2	33	-3.3	-2
20	O=C(CSc1nnc(-c2cccnc2)n1Cc1ccco1)c1ccc(Br)cc1
→ 0.0	-0.1	-4	1	-2	5	32	-3.7	-1
21	O=C(Cc1coc2cc3c(cc12)CCC3)OCC(=O)N1CCCC1=O
→ -1.0	-1.6	2	2	-3	11	40	-0.5	0
22	COc1ccc(-n2nc(C(=O)N3CCN(c4ccc(F)cc4)CC3)c3ccccc3c2=O)c(OC)c1
→ 3.0	2.5	10	9	-1	20	18	-0.7	1
23	COc1ccc(OCc2cc(C(=O)O)c(C)o2)cc1
→ 0.1	1.2	-7	-2	-1	2	4	1.1	1
24	CC(C)C(OC(=O)c1cccs1)C(=O)NCc1cccs1 (configuration not stated)
→ 0.5	-1.3	3	1	-4	4	22	-0.8	1
25	CCN(CC)S(=O)(=O)c1cccc(NC2=NCC(C)S2)c1 (configuration not stated)
→ 1.1	-0.3	-3	1	-1	32	-2	0.2	-1
26	Cc1cc2cc(CNC(=O)C3CC3)ccc2n1C
→ 1.1	0.6	-2	-1	-4	0	-8	-1.7	1
27	COCCNC(=S)N/N=C(\C)c1ccccc1F
→ -0.9	0.1	6	5	-2	19	-8	-0.7	-1
28	Cc1ccc2oc(=O)n(CC(=O)OC(C)C)c2c1
→ -1.7	0.0	-5	-1	0	-1	33	0.6	-1
29	O=C(Nc1nc2ccccc2s1)c1ccc(N2CCCCC2)c([N+](=O)[O-])c1
→ 0.7	0.2	-7	7	-5	24	79*	1.5	3
30	O=C(NCc1ccccc1)NC1(C(=O)N2CCN(c3ccccc3)CC2)CCCCC1
→ -1.1	-0.3	-1	-1	-1	-14	19	-3.7	-3
31	CCc1cccc(NS(=O)(=O)c2ccc3c(c2)CCC(=O)N3)c1
→ 1.6	1.8	6	12	7	7	18	-0.6	-3
32	CCCCn1c(=O)c2c(O)cc(=O)oc2c2ccccc21
→ 2.0	0.8	0	11	2	9	34	-1.0	-1
33	CCn1c(=S)[nH]c2cc(Cl)ccc21
→ -3.4	-1.1	-2	-1	-4	9	4	-0.7	-2
34	COc1ccc(NC(=O)c2cc(OC)c(OC)c(OC)c2)cc1S(=O)(=O)N1CCCCC1
→ -0.6	-0.2	-9	2	1	32	9	-0.3	-1
35	COC(OC)c1ccnc(-c2ccc(OC(=O)c3cccs3)cc2)n1
→ 4.5	4.2	-13	3	1	4	8	1.9	-1
36	O=C(NCC(O)CN1CCOCC1)c1ccc([N+](=O)[O-])cc1 (configuration not stated)
→ -0.2	0.7	-5	6	2	37	18	-1.0	-1
37	C=CCOc1ccc(CNn2cn[nH]c2=S)cc1
→ 0.0	0.0	-4	11	5	12	-3	-3.2	1
38	Cc1ccc(NC(=O)CCCc2nc3ccccc3s2)c(O)c1
→ -2.1	-0.4	-1	-2	-2	16	26	0.1	5
39	CC(C)OC(=O)CSc1nnc(-c2cnccn2)n1-c1ccccc1
→ 2.2	0.8	9	2	-5	22	-9	-0.7	-1
40	CCCn1ncc(CN2CCC(N3CCC(C(=O)N4CCOCC4)CC3)CC2)c1C
→ -0.7	0.6	4	10	4	9	-7	-0.4	1
41	CCOC(=O)N1CCN(S(=O)(=O)c2ccc(C(=O)Nc3nnc(C4CC4)o3)cc2)CC1
→ -2.7	-0.3	-5	4	2	-5	13	1.4	-2
42	NS(=O)(=O)c1ccc(NC(=S)NC2CCCCC2)cc1
→ 1.7	0.4	-4	10	4	32	-3	-1.0	-1
43	COc1ccc(/C=N/Nc2ncc(-c3ccccc3)cn2)c(OC)c1
→ -2.1	0.7	0	1	-4	8	69	-5.8	0
44	Cc1ccc(S(=O)(=O)NCCCCCC(=O)NC(C)(C)CO)cc1
→ 1.5	0.4	-1	6	4	13	-3	0.4	2
45	CCCc1ccc(C(=O)NNc2cccc(C)c2)cc1
→ -2.1	-0.9	3	3	-5	-5	-13	-2.5	2
46	COCC(=O)NC1CCN(C(=O)Nc2ccc(Br)cc2)CC1
→ 0.2	1.0	0	-3	-5	24	7	-1.2	-2
47	CC(C)CNc1nc(=S)nc(N(C)C)[nH]1
→ -2.1	0.1	4	4	-5	15	-16	-2.1	-2
48	C#CC(C)(CC)NC(=O)c1cc2cccc(CC=C)c2oc1=O (configuration not stated)
→ -2.3	-0.1	1	11	6	19	66	-0.4	-2
49	CCn1cc(S(=O)(=O)N2CCN(Cc3ccc(F)cc3)CC2)cn1
→ 0.1	0.1	0	8	-3	22	8	1.4	2
50	Cc1ccccc1OCCN1C(=O)c2ccccc2C1=O
→ 0.1	0.2	4	4	-3	18	14	-3.0	2

(more compounds)
The line under a structure holds: zfTRPN1 agonist	TRPML3 agonist	RBBP9 inhibitor	BaF3 tox	Ba/F3 V617F tox	PPC-1+TRAIL kill	CHOP inhibitor	TNF death inh	Wee1 stabilizer
51	CC1CN(C(=O)c2cc3c(=O)n4ccccc4nc3s2)CC(C)O1 (configuration not stated)
→ 0.7	0.3	-3	4	3	-4	nt	-1.1	-1
52	O=C(O)C1CSC(c2ccc(O)c([N+](=O)[O-])c2)N1 (configuration not stated)
→ 0.0	0.3	0	4	5	-10	-17	0.8	-2
53	COc1ccccc1N1CC=C(c2cccc([N+](=O)[O-])c2)NC1=O
→ 1.9	-0.2	-3	1	-1	2	5	0.8	0
54	Cc1nn(C)c(C)c1/C=C/C(=O)c1cccs1
→ -0.3	0.7	-7	4	-2	nt	-12	-0.8	0
55	CCOc1ccc(CN2CCN(Cc3cccn3-c3cccnc3)CC2CCO)cc1 (configuration not stated)
→ -0.1	1.0	-5	0	0	-11	4	2.2	1
56	COc1ccccc1CNC(=O)CCS(=O)(=O)c1cccs1
→ -0.6	0.4	-6	2	-3	11	-1	0.9	3
